# PMI act satM6P: activators of human phosphomannose isomerase at near-saturating mannose 6-phosphate | P34949 | coupled PMI enzyme assay, resazurin fluorescence, 20 min; stronger effect = higher value; 1 = untreated enzyme, 0 = substrate-free blank | activation factor at 20 µM | actives 0.34% (n = 190,000) | AID 1216;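 active = activation factor of 2 or more at 20 µM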
#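 Test system – human PMI in coupled enzyme assay · Timing – 20 min incubation at room temperature · Detection – Diaphorase-driven resazurin-to-resorufin fluorescence, excitation 544, emission 590 nm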
# PMI activator: increases human mannose-6-phosphate isomerase activity. P34949. purified human PMI, coupled resazurin fluorescence, 20 min; stronger effect = higher value; 1 = vehicle control, 0 substrate-free wells. activation factor at 20 µM. actives 0.005% (n = 190,000). AID 1214;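 active = activation factor of 2 or more at 20 µM, relative to plate controls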
# Diaph act CS: diaphorase activation or chemical reduction counter-screen; Diaphorase/resazurin coupled assay, resorufin fluorescence, 16 min; stronger effect = higher value; 1 = vehicle wells, 0 = NADH-free wells; activation factor at 20 µM; actives 0.005% (n = 190,000); AID 1229;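 active = diaphorase activity raised at least twofold by the compound at 20 µM; inactive = activation factor below 2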
#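 Material: Purified diaphorase enzyme from Clostridium kluyveri | Buffer or medium: 50 mM HEPES pH 7.4 with 4.542 mM MgCl2, 0.005% Tween 20 | Times: 16 min enzyme reaction, ambient temperature | Signal: Red resorufin fluorescence at 544/590 nm excitation/emission | Measure: Increased resorufin signal from activators or reducing compounds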
# RAM inhibit: blocks the yeast RAM network. S. cerevisiae dse1pr::URA3 reporter, 5-FOA growth OD615, 2 d; analog-sensitive cbk1-as2 kinase mutant strain. inhibition, % at 50 µM. actives 1.8% (n = 190,000). AID 868;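 active = inhibition above a set limit, 3 SD over mean compound inhibition, cut at about 8.4% in these data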;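 note: 0% = DMSO-only wells with no growth and 100% = 10 µM 1-NA-PP1 full growth; inhibition rescues growth on 5-FOA so higher OD means more RAM inhibition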
# TLR4-MyD88 BLA: TLR4-MyD88 interaction inhibition in cells. inhibition, % at 8.4 µM. actives 0.18% (n = 200,000). HeLa CL3-4 TLR4/MyD88 BLA complementation, FRET ratio; in the data active = inhibition above about 25%;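 note: 0% = vehicle and 100% = reference inhibitor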
# Target sequence (O00206 whole entry, looked up): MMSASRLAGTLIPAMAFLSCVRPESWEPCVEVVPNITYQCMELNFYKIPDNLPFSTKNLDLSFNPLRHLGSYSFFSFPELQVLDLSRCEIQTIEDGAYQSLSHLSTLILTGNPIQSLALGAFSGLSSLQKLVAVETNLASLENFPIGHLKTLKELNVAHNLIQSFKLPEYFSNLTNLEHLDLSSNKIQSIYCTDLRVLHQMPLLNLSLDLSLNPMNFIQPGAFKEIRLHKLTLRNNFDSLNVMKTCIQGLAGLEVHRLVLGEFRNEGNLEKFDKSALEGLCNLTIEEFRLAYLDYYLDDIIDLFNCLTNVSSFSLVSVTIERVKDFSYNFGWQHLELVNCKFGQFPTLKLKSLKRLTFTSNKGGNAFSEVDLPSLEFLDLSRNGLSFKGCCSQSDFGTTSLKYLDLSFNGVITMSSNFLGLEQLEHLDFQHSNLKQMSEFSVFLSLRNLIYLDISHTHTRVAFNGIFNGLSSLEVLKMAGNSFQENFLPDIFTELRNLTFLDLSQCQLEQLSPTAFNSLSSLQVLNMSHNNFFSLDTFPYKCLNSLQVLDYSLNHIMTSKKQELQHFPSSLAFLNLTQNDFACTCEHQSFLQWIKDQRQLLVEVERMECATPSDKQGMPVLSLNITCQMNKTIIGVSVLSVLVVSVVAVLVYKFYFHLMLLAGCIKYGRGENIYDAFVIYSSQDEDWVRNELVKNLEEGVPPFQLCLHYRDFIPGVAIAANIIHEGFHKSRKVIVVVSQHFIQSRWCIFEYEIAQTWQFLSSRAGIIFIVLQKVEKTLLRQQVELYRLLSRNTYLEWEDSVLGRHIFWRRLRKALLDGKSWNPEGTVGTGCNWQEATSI
# Target sequence (Q99836 whole entry, looked up): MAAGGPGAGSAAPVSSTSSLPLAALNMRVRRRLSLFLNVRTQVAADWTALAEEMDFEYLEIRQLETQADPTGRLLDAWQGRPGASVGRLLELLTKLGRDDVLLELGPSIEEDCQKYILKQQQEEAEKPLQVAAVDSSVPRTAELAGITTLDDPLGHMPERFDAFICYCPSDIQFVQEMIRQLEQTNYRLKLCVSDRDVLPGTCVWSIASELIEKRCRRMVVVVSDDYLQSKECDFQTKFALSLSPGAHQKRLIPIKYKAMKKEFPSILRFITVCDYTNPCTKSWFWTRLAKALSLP
# Redox H2O2 prof: compounds producing H2O2 with reducing agent – biochemical, NIH compound library profiling, artefact control for MLSCN library redox annotation, primary screen; actives 0.03% (n = 200,000); activation, % at 10 µM; DTT-dependent redox cycling H2O2, phenol red/HRP absorbance; 100% = 100 µM peroxide control, 0% = buffer; AID 878;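 active = activation of at least 50% relative to the plate's high and low controls in the primary single-dose screen; inactive = activation below 50%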;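 note: compound incubated with DTT at 0.8 mM final as the reducing agent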
# Hsp70 activator: Hsp70 transcriptional activation, primary screen; HeLa Hsp70 promoter luciferase reporter, luminescence; scaled: vehicle 0, proteasome-inhibitor control 100%; activation, % at 10 µM; actives 0.04% (n = 200,000); AID 1203;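 active = activation above the mean across all tested compounds plus 3 SD, cutoff set per campaign, cut at about 5.5% in these data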;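 note: 100% = MG132 at 30 µM as the positive control and 0% = DMSO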
# L major viab: reduces viability of Leishmania major promastigotes | resazurin fluorescence viability | inhibition, % at 10 µM | actives 9% (n = 200,000) | AID 1063;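 note: promastigotes grown with compound for 44 hours at 28 °C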
# Diaph inh CS: diaphorase inhibition or chemical oxidation counter-screen; AID 1217; diaphorase resazurin-to-resorufin fluorescence, NADH, 16 min; bacterial (C. kluyveri) enzyme, not human; actives 0.69% (n = 190,000); inhibition, % at 20 µM;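 active = primary screen inhibition at 20 µM above a set limit, cut at about 50% in these data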;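 note: plate controls were DMSO with full reaction for no effect and wells lacking NADH for full effect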
#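 Benchmarks: positive control wells lacking NADH, neutral wells with DMSO only. System: bacterial diaphorase enzyme (C. kluyveri). Input: 0.14 U/mL diaphorase, enzyme working solution. Detection: resorufin fluorescence, excitation 544 nm, emission 590 nm. Times: 16-min room-temperature incubation before reading.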
# G6PDH counter: counter-screen for G6PDH assay hits: L. mesenteroides G6PDH inhibition | Purified L. mesenteroides G6PDH, diaphorase/resazurin coupled fluorescence, 45 min | inhibition, % at 5 µM | actives 0.12% (n = 200,000) | AID 1020
# S1P3 antagonist: antagonists of human S1P3 receptor | CHO S1P3 NFAT-BLA reporter, FRET fluorescence, antagonist mode | inhibition, % at 4.98 µM | actives 0.27% (n = 170,000) | AID 485;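 active = inhibition above the plate cutoff, the mean inhibition of test wells on that plate plus 3 SD, cut at about 28% in these data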;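 note: cells challenged with S1P at its EC80 of 0.8 µM; blue over green emission ratio from cleaved BLA substrate after 4 h stimulation; 0% = S1P-stimulated wells and 100% = unstimulated DMSO-only wells; some compounds past the cut are filed as inactive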
# The depositor's hits bear a star; . = not tested or not shown. Cut-off read from the data, not from the text of the source, unless noted: active = inhibition above about 50%; inactive = the rest. Rows were taken by chance. About 12% of those tested had a hit in this group.
SMILES,PMI act satM6P,PMI activator,Diaph act CS,RAM inhibit,TLR4-MyD88 BLA,Redox H2O2 prof,Hsp70 activator,L major viab,Diaph inh CS,G6PDH counter,S1P3 antagonist
O=C(COC(=O)c1cc(S(=O)(=O)N2CCOCC2)ccc1O)NCC1CCCO1 (stereo not drawn),1,0.9,0.9,2.1,-5,0.0,0.2,5,12,21,3
CC(C)Cn1c(N)c(C(=O)COC(=O)c2ccc([N+](=O)[O-])o2)c(=O)n(C)c1=O,0.8,0.9,0.8,0.5,-3,-0.6,-0.1,88*,16,4,-21
O=C(Cc1coc2cc3c(cc12)CCC3)OCC(=O)N1CCCC1=O,1,1,0.9,0.0,-8,-0.4,-0.2,10,9,2,6
Cc1ccc(NC(=O)c2ccc(OCC3CCCO3)cc2)c(C)c1 (stereo not drawn),1,0.9,0.9,1.3,-11,-0.2,-0.3,-8,10,2,7
COc1ccc(Cl)cc1Nc1nc(N)nc(C(F)(F)F)n1,1,0.9,0.9,6.4,-3,-4.2,-0.1,5,13,2,.
O=c1oc(Nc2cccc(F)c2)nc2ccccc12,1,1,0.9,2.5,-4,2.7,-0.2,-2,7,5,.
COCCCNC(=O)CCn1c(=O)c2ccccc2n(Cc2cccc([N+](=O)[O-])c2)c1=O,1,1.1,1,3.7,-5,-0.1,0.1,4,0,5,-9
CC(=O)c1ccc(N2CCN(C(=O)c3cccc(Oc4ccccc4)c3)CC2)cc1,0.9,0.9,0.8,5.6,-5,-0.5,-0.3,2,20,-6,-10
N#Cc1nc(Cc2cccc3ccccc23)oc1NCCCn1ccnc1,0.9,0.8,1.1,3.0,8,1.5,0.0,59*,-5,-18,7
O=C(COC(=O)/C=C/c1ccc(S(=O)(=O)N2CCCCCC2)cc1)NCc1ccccc1Cl,0.9,0.8,0.9,3.4,11,6.3,0.1,65*,8,7,-8
COc1ccc(NC(C)=O)cc1S(=O)(=O)N1CCN(C/C=C/c2ccccc2)CC1,1.1,1.1,1,-0.5,-5,-1.7,-0.2,7,0,2,-3
CC(C)=C1SC(N2CCN(c3cccc(C)c3)CC2)=NC1=O,1,0.9,0.8,0.7,12,0.0,-0.1,1,16,-2,.
OC1(c2cccs2)CN(c2ccc(Cl)cc2)C2=[N+]1CCCS2 (stereo not drawn),1,1.1,0.9,1.6,2,-0.1,-0.4,11,5,7,-8
CCN1C(=O)NC2C1N(S(C)(=O)=O)CCN2S(C)(=O)=O (stereo not drawn),0.9,1,0.9,0.3,5,0.0,-0.1,-9,14,2,-30
CN(c1ccccc1)S(=O)(=O)c1cc(C(=O)OCC(N)=O)ccc1Cl,0.9,1,0.9,0.0,-7,-2.4,-0.1,3,14,2,-19
CO/C(N)=C(\C#N)N=Cc1ccccc1Cl,0.9,0.9,0.9,1.5,4,-0.9,-0.1,-1,13,2,-13
O=C(Nc1ccccc1)Nc1ccc(Cl)c([N+](=O)[O-])c1,0.9,0.9,0.9,-0.1,-5,0.0,-0.3,53*,14,1,7
CN(C(=O)COC(=O)/C=C/c1ccc(S(=O)(=O)N2CCc3ccccc32)cc1)C1CCS(=O)(=O)C1 (stereo not drawn),1,1.1,1.1,-0.1,10,-0.5,-0.3,-7,-10,1,-10
Cc1ccc(Cl)cc1N1CCN(C(c2ccc(C#N)cc2)c2nnnn2C2CCCC2)CC1 (stereo not drawn),0.8,0.9,0.7,5.1,4,-0.5,-0.2,71*,30,3,19
CCOc1cc2[nH]c(=S)n(Cc3ccc(C(=O)NCCOC)cc3)c(=O)c2cc1OCC,1,0.9,0.8,2.9,-2,-0.1,-0.1,1,19,-9,.
Cc1cc(C(=O)O)ccc1-n1c(C)ccc1C,.,.,.,0.3,-5,2.1,-0.2,-1,.,.,-31
COc1cc2c(C(=O)NCc3ccc4c(c3)OCO4)cn(C)c(=O)c2cc1OC,0.9,0.9,0.8,6.7,-8,-1.2,-0.2,5,17,0,0
COc1ccccc1NC(=O)CSc1ncnc2c1oc1ccccc12,1,0.9,0.8,1.7,-4,1.4,-0.4,0,20,-2,-11
O=C(OCC(=O)N(C1CCCCC1)C1CCCCC1)c1cnccn1,0.9,0.9,0.8,1.7,-16,-0.1,-0.2,-1,20,6,-10
CC(C)(C)c1cc[n+](-c2nc([O-])sc2C=O)cc1,0.9,1,0.9,1.5,-9,-0.6,0.1,-2,7,7,-8
COCCN(C(=S)Nc1ccc(C)cc1C)C(C)c1cccs1 (stereo not drawn),1,1,1,1.8,-6,0.0,0.0,41,3,6,-11
CCOc1ccc(S(=O)(=O)NCc2ccc(F)cc2)c2cccnc12,0.9,0.9,1,0.0,-13,-1.4,-0.2,89*,2,5,-14
CCOc1ccc(C(=O)NC(C(=O)NCc2ccccn2)C(C)C)cc1 (stereo not drawn),1,1,1,-0.4,-4,0.3,0.1,1,5,2,.
Cn1ncc2c(=O)[nH]cnc21,0.9,0.9,0.9,0.4,3,-0.2,-0.1,-6,6,13,8
Cc1nn(Cc2ccccc2Cl)c2sc(C(=O)NC(C)(C)C)cc12,1,0.9,0.9,5.1,1,1.3,0.0,38,12,-3,.
CC(C(=O)N1CCN(c2ccccc2)CC1)N1C(=O)C2CC=CCC2C1=O (stereo not drawn),1,1.1,0.9,1.5,7,1.2,-0.2,-3,8,0,-31
CCOC(=O)C(=O)N1CCC(C(=O)OC)CC1,1,1,1,-0.4,9,-0.2,0.3,-10,-1,10,-17
CC(=O)c1c(C(C)=O)c(C)n(Cc2ccc3c(c2)OCO3)c1C,1,1,0.9,0.9,-8,2.8,-0.3,0,9,6,-20
CC(C)C(=O)Nc1ccc(C(=O)NNC(=O)CCCOc2ccc(Cl)cc2Cl)cc1,0.9,0.9,0.9,5.5,-5,-5.0,-0.5,-12,12,7,.
COc1ccccc1NC(=O)N1CCN(c2ccc3nncn3n2)CC1,0.9,0.9,1,2.5,4,0.3,-0.4,-2,3,2,-4
COCCCNC(=S)N(Cc1ccccc1)Cc1ccc(F)cc1,1,1,0.9,0.8,2,-2.7,-0.1,9,11,2,5
CCCCOC(=O)Nc1nnc(CC)s1,1.1,1,1,0.8,7,0.1,-0.5,20,-2,4,.
COc1ccc2cc(CCNC(=O)C(C)(C)C)c(=O)[nH]c2c1,0.9,0.9,0.7,1.8,-15,-0.5,0.1,-3,27,-18,-21
CC1(C)Cc2c(sc3nc(-c4cccs4)n(N)c(=O)c23)CO1,1,1,0.8,1.4,10,-2.2,-0.1,19,18,2,.
Cn1c2ccccc2c(=O)n2c(=O)c3ccccc3cc12,0.5,0.9,0.8,0.6,9,-0.2,-0.1,-1,16,51*,-24

# Sorted by value in RAM inhibit (low to high): 3 of the compounds above.
SMILES | RAM inhibit
COCCCNC(=S)N(Cc1ccccc1)Cc1ccc(F)cc1 | 0.8
CC(=O)c1c(C(C)=O)c(C)n(Cc2ccc3c(c2)OCO3)c1C | 0.9
CC(C(=O)N1CCN(c2ccccc2)CC1)N1C(=O)C2CC=CCC2C1=O (stereo not drawn) | 1.5

# (list continues)
SMILES,PMI act satM6P,PMI activator,Diaph act CS,RAM inhibit,TLR4-MyD88 BLA,Redox H2O2 prof,Hsp70 activator,L major viab,Diaph inh CS,G6PDH counter,S1P3 antagonist
COc1ccc(Br)cc1/C=C/C(=O)NCC(=O)O,1,1,1,1.7,-5,-1.1,-0.1,-2,-1,4,-17
CCOC(=O)c1c(NC(=S)Nc2ccc(C)cc2)sc2c1CCC2,0.9,1,0.8,6.2,-8,0.4,-0.1,42,24,-1,4
CCCN1C(=O)c2cc(C(=O)NC3CCCCCC3)ccc2C1O (stereo not drawn),0.9,0.9,0.8,1.1,-5,-0.7,0.6,-7,18,-10,.
CC(C)=CCN1CCNC(=O)C1CC(=O)NCc1nc(C)c(C)s1 (stereo not drawn),0.9,0.9,0.9,-0.9,-7,-1.3,-0.2,4,13,12,-30
Cc1nc2c(-c3ccc(F)cc3)c(C)nn2c(C)c1CCC(=O)NC(C)CCc1ccco1 (stereo not drawn),1.1,1.1,0.9,1.6,-7,-0.1,-0.3,100*,14,4,-1
O=C(/C=C/c1ccc(Cl)cc1)N(c1ccccn1)C1CCCCC1,0.9,0.9,0.8,1.6,-8,.,-0.4,83*,19,4,-5
C/C(=N\N1CCN(c2ccccc2)CC1)c1ccncc1,1,1,1,2.8,-4,-0.2,0.0,-5,4,14,6
CCOC(=O)CSc1nc(C(C)(C)C)cc(C(F)(F)F)c1C#N,0.9,0.9,0.9,4.2,-4,0.0,-0.6,-4,12,6,.
CCn1c(SCC(=O)NCc2cccs2)nnc1-c1cccs1,1,0.9,1,.,-9,0.8,0.0,-1,0,4,0
O=C(N/N=C/c1cccc(OC2CSC2)c1)c1ccccc1O,1,1,1,1.1,6,2.1,0.0,-13,0,4,.
Cc1ccc(CNC(=O)c2cccc(-n3cnnn3)c2)cc1,1.1,1.1,1.1,2.2,6,0.0,-0.5,-2,-6,-4,9
CCn1nc(C)c(C2C(C#N)=C(N)Oc3n[nH]c(C)c32)c1C (stereo not drawn),1.1,1.1,0.9,1.0,-2,0.4,-0.1,3,12,0,-2
Cc1cccc(N(C)S(=O)(=O)c2ccc3c(c2)NC(=O)CC(=O)N3)c1,1,0.9,0.9,2.4,0,-1.0,0.0,-7,12,3,6
O=C(Cc1ccccc1)NNC(=O)C1CCN(c2ncccn2)CC1,1,1,0.8,1.8,2,-0.5,0.1,-9,17,3,-23
CN(C)c1ccc(NC(=O)CSc2nnc(-c3cccs3)n2Cc2ccco2)cc1,1,1,0.8,1.8,-16,1.5,0.2,7,18,3,.
COCCCn1c(Cc2csc(Nc3ccccc3)n2)nnc1SCC(N)=O,1.1,1.1,1,-0.4,-4,-0.4,-0.1,-6,4,-1,.
Cc1sc(NC(=O)c2ccccc2F)c(CN2CCCCC2C)c1C (stereo not drawn),1,1,1,0.1,-14,-0.1,0.5,9,4,3,-9
CSc1cccc(NC(=S)N2CCCN(Cc3ccc(F)cc3)C2)c1,0.9,0.9,0.8,0.7,2,-0.2,0.4,86*,15,0,5
